PAFAH1B3 FP inh: PAFAH1B3 enzyme inhibitors, primary screen, biochemical, fluorescence polarization, human | 0.28% of 340,000 active | AID 492972, 2010 | inhibition, % at 3.39 µM | recombinant PAFAH1B3, FP-rhodamine probe;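 active = inhibition above the screen-wide average of all tested compounds plus 3 SD, cut at about 25% in these data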;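 note: 0% = enzyme with DMSO only and 100% = wells lacking PAFAH1B3 protein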
PAFAH1B2 inh: PAFAH1B2 enzyme inhibitors, primary screen, biochemical, fluorescence polarization, human; Platelet-activating factor acetylhydrolase IB subunit alpha2 (Homo sapiens), P68402; inhibition, % at 3.39 µM; 1.2% of 340,000 active; recombinant PAFAH1B2, FP-rhodamine activity probe;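 active = inhibition above the mean of all tested compounds plus 3 SD, cut at about 24% in these data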;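 note: 0% = enzyme with DMSO and 100% = wells lacking PAFAH1B2; many of its hits are not listed in these tables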
Target sequence (P68402 whole entry, looked up): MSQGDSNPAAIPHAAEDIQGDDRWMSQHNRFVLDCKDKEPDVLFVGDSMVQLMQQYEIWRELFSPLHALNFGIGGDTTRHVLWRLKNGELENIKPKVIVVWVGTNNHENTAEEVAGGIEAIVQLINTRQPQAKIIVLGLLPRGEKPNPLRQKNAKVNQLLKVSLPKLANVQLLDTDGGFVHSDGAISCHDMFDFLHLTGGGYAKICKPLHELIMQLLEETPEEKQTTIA
PAD4 FP inh: human PAD4 inhibitors, primary screen, biochemical, fluorescence polarization, 1536-well format. AID 485272, 2010. Protein-arginine deiminase type-4 (Homo sapiens), Q9UM07. inhibition, % at 6.36 µM. recombinant PAD4, RCA probe fluorescence polarization. 0.41% of 330,000 active;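 active = percent inhibition above a cutoff equal to the mean of all tested compounds plus 3 SD, cut at about 15% in these data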;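 note: 0% = PAD4 with RCA probe and DMSO and 100% = probe without PAD4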
PREPL inh: PREPL enzyme inhibitors, primary screen, biochemical, fluorescence polarization | recombinant PREPL, fluorescence polarization activity-based probe | inhibition, % at 5.96 µM | 0.68% of 320,000 active | AID 2751, 2010; in the data active = inhibition above about 43%;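 note: 0% = enzyme with DMSO and 100% = wells lacking enzyme; many of its hits are not listed in these tables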
LYPLA2 counter: LYPLA2 inhibitors, primary screen, counter-screen for PME1 inhibitor project, biochemical, fluorescence polarization, FP-Rh probe ABPP; Acyl-protein thioesterase 2 (Homo sapiens), O95372; recombinant LYPLA2; inhibition, % at 5.9 µM; 0.38% of 320,000 active; AID 2177, 2009;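 active = inhibition above the screen-wide mean plus 3 SD, limit set per campaign, cut at about 26% in these data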;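 note: 0% = LYPLA2 with DMSO and 100% = wells lacking LYPLA2 enzyme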
Target sequence (O95372 whole entry, looked up): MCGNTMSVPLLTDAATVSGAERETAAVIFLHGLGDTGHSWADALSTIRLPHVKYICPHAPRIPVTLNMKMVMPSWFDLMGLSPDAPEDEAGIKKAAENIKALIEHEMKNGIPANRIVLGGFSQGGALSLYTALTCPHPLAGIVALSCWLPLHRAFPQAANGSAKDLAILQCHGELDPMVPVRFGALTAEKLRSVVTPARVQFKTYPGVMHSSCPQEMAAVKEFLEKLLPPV
pPAFAH inh: pPAFAH enzyme inhibitors, primary screen, biochemical, fluorescence polarization, human. inhibition, % at 3.39 µM. Platelet-activating factor acetylhydrolase (Homo sapiens), Q13093. 1.5% of 330,000 active. recombinant pPAFAH, FP-rhodamine probe fluorescence polarization. AID 463082, 2010;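 active = inhibition above the mean inhibition across the screen plus 3 SD, cut at about 25% in these data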;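 note: inhibitors block binding of the rhodamine activity-based probe so polarization drops; 0% = enzyme with DMSO and 100% = wells lacking pPAFAH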
LYPLA1 counter: LYPLA1 inhibitors, primary screen, counter-screen for PME1 inhibitor project, biochemical, fluorescence polarization, FP-Rh probe ABPP; recombinant LYPLA1; inhibition, % at 5.9 µM; Acyl-protein thioesterase 1 (Homo sapiens), O75608; 0.16% of 320,000 active;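 active = inhibition above the mean of all tested compounds plus 3 SD, set per campaign, cut at about 14% in these data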;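 note: inhibitors block serine hydrolase probe labeling of LYPLA1 so polarization falls; 0% = enzyme with DMSO and 100% = wells lacking LYPLA1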
Target sequence (O75608 whole entry, looked up): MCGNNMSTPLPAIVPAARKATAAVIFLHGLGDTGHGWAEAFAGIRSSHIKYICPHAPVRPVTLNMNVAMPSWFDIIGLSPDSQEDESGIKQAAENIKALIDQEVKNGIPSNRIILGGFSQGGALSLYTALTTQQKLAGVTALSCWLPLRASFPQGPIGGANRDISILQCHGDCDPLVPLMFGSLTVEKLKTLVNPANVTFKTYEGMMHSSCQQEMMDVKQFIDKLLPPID
PAFAH2 inh: PAFAH2 enzyme inhibitors, primary screen, biochemical, fluorescence polarization, human. inhibition, % at 3.39 µM. Platelet-activating factor acetylhydrolase 2, cytoplasmic (Homo sapiens), Q99487. recombinant PAFAH2, FP-rhodamine activity probe. AID 492956, 2010. 0.99% of 340,000 active;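 active = inhibition above the mean over all tested compounds plus 3 SD, cut at about 30% in these data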;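 note: inhibitors block probe labeling of enzyme so polarization drops; 0% = enzyme with DMSO and 100% = wells lacking PAFAH2 protein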
GSTO1 inh: inhibitors of recombinant GSTO1, primary screen, counter-screen for RBBP9 inhibitor project, biochemical, fluorescence polarization. AID 1974, 2009. Glutathione S-transferase omega-1 (Homo sapiens), P78417. 1.1% of 300,000 active. activity-based probe fluorescence polarization. inhibition, % at 5.96 µM;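 active = inhibition above the campaign mean inhibition plus 3 SD, cut at about 35% in these data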;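 note: 0% = GSTO1-1 with DMSO and 100% = wells lacking GSTO1-1 enzyme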
Target sequence (P78417 whole entry, looked up): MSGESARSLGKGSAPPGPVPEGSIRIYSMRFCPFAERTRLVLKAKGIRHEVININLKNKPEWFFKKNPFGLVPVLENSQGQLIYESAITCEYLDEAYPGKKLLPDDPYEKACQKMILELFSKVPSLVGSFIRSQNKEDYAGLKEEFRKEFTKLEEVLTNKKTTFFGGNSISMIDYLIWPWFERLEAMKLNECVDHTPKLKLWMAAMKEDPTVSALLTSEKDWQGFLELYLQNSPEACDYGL
* = called active by the depositor; . = no result given. Only part of the results is shown; the hit share may differ from the screen's.

The opening 4 entries, ahead of the listing:
SMILES	PAFAH1B3 FP inh	PAFAH1B2 inh	PAD4 FP inh	PREPL inh	LYPLA2 counter	pPAFAH inh	LYPLA1 counter	PAFAH2 inh	GSTO1 inh
O=C(O)Cc1ccc(C(=O)c2ccccc2F)s1	11	-1	-1	8	3	7	-2	8	0
CCN(CC(=O)Nc1ccc(S(=O)(=O)N2CCOCC2)cc1)Cc1ccccc1	6	3	-2	-2	5	1	2	-2	-8
COc1cc(C(=O)OCC(=O)N2CCCC2=O)cc(OC)c1C	2	0	2	22	.	8	.	14	.
CCOc1ccc(CNC(=S)N/N=C/c2ccc(OC)c(OC)c2)cc1	11	8	-1	23	-1	7	-6	1	0

Main list, from the start:
SMILES	PAFAH1B3 FP inh	PAFAH1B2 inh	PAD4 FP inh	PREPL inh	LYPLA2 counter	pPAFAH inh	LYPLA1 counter	PAFAH2 inh	GSTO1 inh
O=C(O)Cc1ccc(C(=O)c2ccccc2F)s1	11	-1	-1	8	3	7	-2	8	0
CCN(CC(=O)Nc1ccc(S(=O)(=O)N2CCOCC2)cc1)Cc1ccccc1	6	3	-2	-2	5	1	2	-2	-8
COc1cc(C(=O)OCC(=O)N2CCCC2=O)cc(OC)c1C	2	0	2	22	.	8	.	14	.
CCOc1ccc(CNC(=S)N/N=C/c2ccc(OC)c(OC)c2)cc1	11	8	-1	23	-1	7	-6	1	0
COc1ccccc1C(=O)Nc1ccc(OCC(=O)N2CC(C)CC(C)C2)cc1 (centres undefined)	3	-3	7	7	9	-3	1	4	.
CC(SC(=S)N(C)Cc1cccs1)C(=O)O (centres undefined)	8	3	2	3	2	2	-2	4	1
c1cncc(CSc2ccc(-c3cccs3)nn2)c1	1	4	0	9	16	2	-3	1	0
COCCn1c(=NC(=O)c2ccc(S(=O)(=O)N3CCCc4ccccc43)cc2)sc2cc(S(C)(=O)=O)ccc21	-2	2	2	-4	-8	0	-1	-12	-5
O=C(Nc1cccnc1Cl)c1cc(-c2cccc(Cl)c2)on1	-1	-1	2	-10	3	3	-1	-10	5
Cc1ccc(-n2c(C)nn(CCOc3ccccc3)c2=O)cc1	3	3	-3	5	7	7	6	-6	2
CCOC(=O)Cn1c(=O)c2c(nc3n2CCS3)n(C)c1=O	2	-4	3	17	3	-1	2	-9	15
O=S(=O)(NC(=NCc1ccccc1)c1ccc(F)cc1)c1ccc(Cl)cc1	-1	14	1	19	5	4	-4	5	4
CCOC(=O)N1CCN(CCC(=O)Nc2ccc(OC(F)(F)F)cc2)CC1	9	5	-3	3	-3	8	-4	5	-5
Cc1ccc(C(=O)N2CCN(C(=O)CN3CCOCC3)C2)cc1	2	2	-2	2	2	10	5	1	3
CN(C)C=NC(=O)c1cc(C(=O)c2ccc(Cl)cc2Cl)c[nH]1	.	.	0	0	-2	2	-2	.	12
CCc1nnc(NC(=O)c2ccc(Br)c(S(=O)(=O)N3CCOCC3)c2)s1	3	7	-3	9	-2	1	-1	7	-2
Cc1[nH]n(C(N)=S)c(=O)c1N=Nc1ccc(Br)cc1	5	6	4	14	5	14	5	10	16
COc1ccc(/C=C2/C(=O)C(C)(C(C)C)CCC2C)cc1 (centres undefined)	4	7	-7	-5	1	2	-4	3	-1
COc1ccc(S(=O)(=O)N2CCC(C(=O)Oc3c(OC)cccc3OC)CC2)cc1OC	1	-4	6	21	-8	1	2	-3	-1
Cc1nc2sc(C(c3ccc(Cl)cc3)N3CCOCC3)c(O)n2n1 (centres undefined)	7	3	-2	9	2	3	1	5	2
CCOc1ccc(Nc2nc(Cc3nnc(SCC(=O)c4ccc(C)cc4)o3)cs2)cc1	3	8	-1	2	3	8	-2	9	30
CC1C2CC(C(S(=O)(=O)N3CCOCC3)C2=O)C1(C)C (centres undefined)	6	3	0	13	4	4	2	0	4
CCS(=O)(=O)N1CCC(C(=O)NCc2ccc3c(c2)OCO3)CC1	-1	8	1	7	-5	-4	-2	-2	13
CCOC(=O)C1=C(C)Nc2ccccc2N=C1NC(=O)c1oc2ccccc2c1COC	-2	-1	-1	13	2	-1	-2	1	.
OC1=C(O)c2nc3cc(C(F)(F)F)ccc3nc21	3	1	3	-2	0	2	-2	-2	4
Cc1ccc(Cn2nnc3c(=O)[nH]c(C4CCN(S(=O)(=O)c5ccc(C)cc5)CC4)nc32)cc1	-4	1	-6	5	-8	6	-3	-2	-10
CCOc1ccc(N=Cc2ccc3ccccc3c2)cc1	0	6	3	-5	-2	9	-1	3	-1
CCC(C)N(C(=O)COC(=O)CNC(=O)c1sc2ccccc2c1Cl)C1CCS(=O)(=O)C1 (centres undefined)	2	-1	-4	34	-4	4	-1	-4	3
CC(=O)Nc1nonc1-c1nc2ccccc2n1CC1CC1	6	5	4	5	1	-6	-1	5	-8
Cc1cccc(C(=O)NCc2nnc(SCC(=O)Nc3nnc(C)s3)n2C)c1	6	4	-3	4	-5	-3	-1	-3	4

Five structures already listed, ordered by formula weight, rising.
SMILES	PAFAH1B3 FP inh	PAFAH1B2 inh	PAD4 FP inh	PREPL inh	LYPLA2 counter	pPAFAH inh	LYPLA1 counter	PAFAH2 inh	GSTO1 inh
Cc1[nH]n(C(N)=S)c(=O)c1N=Nc1ccc(Br)cc1	5	6	4	14	5	14	5	10	16
CCc1nnc(NC(=O)c2ccc(Br)c(S(=O)(=O)N3CCOCC3)c2)s1	3	7	-3	9	-2	1	-1	7	-2
COc1ccc(S(=O)(=O)N2CCC(C(=O)Oc3c(OC)cccc3OC)CC2)cc1OC	1	-4	6	21	-8	1	2	-3	-1
CCOc1ccc(Nc2nc(Cc3nnc(SCC(=O)c4ccc(C)cc4)o3)cs2)cc1	3	8	-1	2	3	8	-2	9	30
CCC(C)N(C(=O)COC(=O)CNC(=O)c1sc2ccccc2c1Cl)C1CCS(=O)(=O)C1 (centres undefined)	2	-1	-4	34	-4	4	-1	-4	3

Next part:
SMILES	PAFAH1B3 FP inh	PAFAH1B2 inh	PAD4 FP inh	PREPL inh	LYPLA2 counter	pPAFAH inh	LYPLA1 counter	PAFAH2 inh	GSTO1 inh
CCOc1ccccc1NC(=O)CCCn1cc([N+](=O)[O-])cn1	7	-2	4	4	-1	2	-2	2	6
CCC1(c2ccc(F)cc2)NC(=O)N(CC(=O)Nc2ccccc2C)C1=O (centres undefined)	1	-1	8	-3	2	-1	2	0	-3
COc1cccc(NC(=O)CCC2CCN(C(=O)c3cccc(NC(C)=O)c3)CC2)c1	-2	1	-1	6	3	3	0	7	2
CC(C)=CCCC1=CCC(/C(C)=N/NC(N)=O)CC1 (centres undefined)	2	5	-3	-3	2	8	1	2	5
CCOc1cc(C)c(Cl)cc1S(=O)(=O)N(C)C	1	2	-14	-18	-7	2	0	6	-5
CC(C)OP(=O)(c1ccc(N(C)C)cc1)C(O)c1ccncc1 (centres undefined)	6	3	-3	4	7	-1	0	-3	-2
CCOc1cc(NC(=O)c2ccccc2OC)c(OCC)cc1NC(=O)c1ccccc1	0	-4	8	-15	1	3	1	-3	-2
CC1CC(C)CN(C(=O)CNC(=O)c2sc3ccccc3c2Cl)C1 (centres undefined)	1	-3	-1	-17	-4	1	-5	-2	.
Cc1cc(C)cc(OCC(=O)OCCN2C(=O)c3ccccc3C2=O)c1	-8	-1	0	3	0	9	-1	-4	10
O=C(CSc1nnnn1-c1ccccc1)Nc1ncc2c(n1)CC(c1ccco1)CC2=O (centres undefined)	4	1	1	-8	1	0	4	6	6
Cc1[nH]c2ccccc2c1C(C[N+](=O)[O-])c1ccco1 (centres undefined)	3	-2	0	-2	2	5	-1	2	9
CCOC(=O)c1c(NC(=S)NC)sc2c1CCCC2	6	0	5	-1	-2	9	-1	-15	-13
O=c1[nH]c2ccccc2nc1C(F)(F)F	5	0	4	1	-6	1	2	5	2
CC1(C)OC(=O)C(=CNC(CCC(N)=O)C(=O)O)C(=O)O1 (centres undefined)	6	2	-2	-2	0	5	0	-4	-3
CCCN1C2CCCC1CC(NC(=O)c1ccccc1OCC)C2 (centres undefined)	-2	-1	0	1	1	5	3	9	-4
Cc1ccc(-c2cc(C(=O)N/N=C/c3ccc(F)cc3)n[nH]2)o1	8	1	0	2	1	4	2	1	-2
O=C(NCCC(=O)N1CCN(S(=O)(=O)c2ccccc2)CC1)c1ccc(Br)cc1	-1	-1	2	4	-2	-1	0	-6	19
C=CCn1c(-c2ccccc2)c[nH]c1=S	9	1	4	7	3	3	2	-8	1
CCOC(=O)C/C(C)=N/NC(=O)COc1ccccc1C	1	3	-3	-6	2	5	-1	3	6
COc1ccc(S(=O)(=O)N2CCC(C(N)=O)CC2)cc1	4	-1	-5	7	-5	-1	3	-6	2
COc1ccc(-c2csc(N(C)C(=O)c3ccco3)n2)cc1	3	-3	0	8	7	1	2	2	0
Cc1nc(NC(=O)c2ccccc2O)sc1C	11	3	-3	22	7	1	-2	0	-2
C[C@H](CO)N1C[C@H](C)[C@@H](CN(C)C(=O)Nc2ccccc2)Oc2c(NC(=O)NC3CCCCC3)cccc2C1=O	-1	12	3	9	.	1	.	0	.

High-throughput results (PubChem BioAssay)
